FXIIa inh mix – human factor XIIa inhibitors, primary screen, biochemical, pooled compound mixtures, fluorogenic substrate; Coagulation factor XII (Homo sapiens), P00748; purified FXIIa; inhibition, % at 5 µM; 0.2% of 62,000 active; AID 684, 2007;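 note: 0% = enzyme without compound and 100% = no enzyme blank; some results filed as inactive read as strong as hits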
Cdc25B block – inhibitors of Cdc25B phosphatase catalytic domain, primary screen, biochemical, OMFP fluorescence | recombinant Cdc25B, OMFP fluorescence Ex485/Em525 | inhibition, %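 (compounds tested at 10 µM final in the well)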 | 0.1% of 65,000 active | AID 368, 2006; in the data active = inhibition above about 50%
Target sequence (P30305 whole entry, looked up, the tested form may be a part): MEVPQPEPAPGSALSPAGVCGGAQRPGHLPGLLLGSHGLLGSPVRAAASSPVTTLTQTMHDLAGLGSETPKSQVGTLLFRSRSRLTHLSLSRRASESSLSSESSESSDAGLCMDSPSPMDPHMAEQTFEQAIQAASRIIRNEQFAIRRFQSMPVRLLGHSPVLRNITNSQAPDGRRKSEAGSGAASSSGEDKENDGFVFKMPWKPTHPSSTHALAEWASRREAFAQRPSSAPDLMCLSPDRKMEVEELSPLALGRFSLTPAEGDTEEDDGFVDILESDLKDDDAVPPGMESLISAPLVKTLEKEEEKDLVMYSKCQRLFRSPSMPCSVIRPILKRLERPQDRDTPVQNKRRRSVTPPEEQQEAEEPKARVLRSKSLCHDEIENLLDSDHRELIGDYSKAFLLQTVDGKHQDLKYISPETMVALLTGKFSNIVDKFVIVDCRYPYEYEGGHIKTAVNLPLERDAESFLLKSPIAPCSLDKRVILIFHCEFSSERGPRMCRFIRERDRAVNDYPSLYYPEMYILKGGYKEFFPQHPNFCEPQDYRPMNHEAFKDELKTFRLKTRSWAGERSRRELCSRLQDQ
MMP13 inh – human MMP13 inhibitors, primary screen, biochemical, FRET peptide cleavage | Collagenase 3 (Homo sapiens), P45452 | MMP-13 fTHP FRET cleavage, Mca fluorescence | inhibition, % at 4 µM | 0.07% of 65,000 active | AID 570, 2006;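 active = inhibition above the mean of compound-free control plate wells plus 3 SD, cut at about 14% in these data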;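 note: 0% = DMSO wells and 100% = wells with reference MMP-13 inhibitor after basal subtraction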
DUSP1 inh – MKP-1 phosphatase inhibitors, primary screen, biochemical, in vitro; 0.15% of 65,000 active; inhibition, %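 (compounds tested at a single concentration somewhere between 10 and 100 µM)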; recombinant MKP-1, OMFP hydrolysis fluorescence; AID 374, 2006; Dual specificity protein phosphatase 1 (Homo sapiens), P28562;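 active = inhibition above about 50%, limit read from the data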;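 note: 0% = DMSO max control wells and 100% = wells with enzyme stopped by NaOH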
JNK3 blocker – JNK3 kinase activity inhibitors, primary screen, biochemical, human, purified enzyme; Mitogen-activated protein kinase 10 (Homo sapiens), P53779; HTS; inhibition, % at 8 µM; 0.61% of 60,000 active; AID 746, 2007; in the data active = inhibition above about 17%;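 note: 0% = DMSO and 100% = reference inhibitor; many of its hits are not listed in these tables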
Target sequence (P53779 whole entry, looked up): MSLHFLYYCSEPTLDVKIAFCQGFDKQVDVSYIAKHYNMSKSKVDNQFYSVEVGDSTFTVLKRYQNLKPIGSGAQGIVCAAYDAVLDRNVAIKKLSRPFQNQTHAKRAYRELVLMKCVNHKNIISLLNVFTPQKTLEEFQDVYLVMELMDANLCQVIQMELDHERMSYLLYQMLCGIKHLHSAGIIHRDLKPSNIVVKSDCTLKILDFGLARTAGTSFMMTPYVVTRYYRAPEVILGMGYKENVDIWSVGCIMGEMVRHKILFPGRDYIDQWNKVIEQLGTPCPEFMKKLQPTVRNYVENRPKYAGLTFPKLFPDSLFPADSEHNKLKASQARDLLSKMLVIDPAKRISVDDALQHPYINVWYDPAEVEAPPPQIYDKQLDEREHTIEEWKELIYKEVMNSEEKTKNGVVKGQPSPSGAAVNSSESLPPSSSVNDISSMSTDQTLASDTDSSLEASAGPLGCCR
A340 absorber – compound light absorbance at 340 nm, profiling panel, artefact control, biochemical, MLSMR library, data from PS, PMK, MK assays. compound absorbance at 340 nm, fold over control. fold change at 10 µM. 65,000 tested, under 10 active. AID 708, 2007;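 active = at 10 µM dose, initial 340 nm absorbance at least 2 fold that of control wells; inactive = change under 2 fold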;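 note: initial absorbance extrapolated from kinetic A340 decline of NADH oxidation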
AP ELISA ortho – alternative complement pathway inhibitors, primary screen, biochemical, ELISA, human serum, orthogonally pooled compounds. LPS-coated ELISA, C3 deposition; tested in compound mixtures. inhibition, % at 5 µM. 0.08% of 62,000 active. AID 1235, 2008;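 active = inhibition above 30% in each of the two pooled mixtures holding the compound, so the lower value exceeds 30%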;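 note: 0% = serum in Mg-EGTA without compound and 100% = EDTA serum blank; some compounds past the cut are filed as inactive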
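Medium: diluted human serum in Mg2+-EGTA GVB++. Assay system: human serum complement alternative pathway, C3 deposition onto LPS. Also added: Plate-bound LPS. Technique: Anti-C3 ELISA, OD 450 nm. Measure: percent inhibition. Incubation: 1 h at 37 °C. Dosing: 5 µM each compound, pools of ten, 50 µM per pool.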
FXIa inh mix – FXIa protease inhibitors in compound pools, primary screen, biochemical, 10-compound mixtures; AID 680, 2007; purified FXIa, fluorogenic substrate, pooled mixtures; inhibition, % at 5 µM; 0.19% of 62,000 active;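 note: each value is inhibition by a whole ten-compound pool holding the compound; 0% = enzyme with no mixture and 100% = wells lacking enzyme; strong numbers were not always called active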
Hsp90 block – tumor Hsp90 inhibitors, primary screen, cell lysate, fluorescence polarization, NCI-N417 lysate; Heat shock protein HSP 90-alpha (Homo sapiens), P07900; Cy3B-geldanamycin FP displacement; inhibition, % at 30 µM; 0.35% of 64,000 active;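 active = inhibition above 50%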;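 note: 0% = tracer plus lysate wells and 100% = tracer alone without lysate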
* hit, by the source's call; [ ] = another dose, or the depositor's remark. Cut-off read from the data, not from the text of the source, unless noted: active = inhibition above about 20% (passing the limit was not always enough); inactive = the rest.

For CN(C)c1ccc(NC(=O)c2sc(SCC(=O)Nc3nccs3)nc2N)cc1 the results were Cdc25B block -9, MMP13 inh -1, DUSP1 inh 5, JNK3 blocker 2, A340 absorber 1.1 and Hsp90 block 2.
`O=c1c2ccccc2nc(SCc2cccc(F)c2)n1Cc1ccco1` gave FXIIa inh mix -1, Cdc25B block -1, MMP13 inh 2, DUSP1 inh -4, JNK3 blocker 4, A340 absorber 0.99, AP ELISA ortho -8, FXIa inh mix 9 and Hsp90 block -1.
Screening O=S(=O)(/N=C(/Nc1cc(N2CCOCC2)ncn1)c1ccccc1)c1ccccc1 returned FXIIa inh mix 8, Cdc25B block -13, MMP13 inh 1, DUSP1 inh -10, JNK3 blocker -4, A340 absorber 1.1, AP ELISA ortho -7, FXIa inh mix 5 and Hsp90 block -3.
`Cc1cccc2cc(CN(CCN3CCCC3)C(=O)NC3CCCCC3)c(=O)[nH]c12` gave FXIIa inh mix -7, Cdc25B block -20, MMP13 inh -16, DUSP1 inh -6, JNK3 blocker 4, A340 absorber 1, AP ELISA ortho 5, FXIa inh mix -12 and Hsp90 block -1.
`Cc1nn(-c2ccc(Cl)cc2)c(N)c1C(O)(CSc1nccn1C)C(F)(F)F` (stereo not given) gave FXIIa inh mix -1, Cdc25B block 2, MMP13 inh 2, DUSP1 inh 22, JNK3 blocker 2, A340 absorber 1, AP ELISA ortho -20, FXIa inh mix -3 and Hsp90 block -5.
Screening O=C(CN1CCN(c2ccc(F)cc2)CC1)Nc1ccc(F)c(F)c1 returned FXIIa inh mix -4, Cdc25B block -11, MMP13 inh -1, DUSP1 inh 1, JNK3 blocker -1, A340 absorber 0.99, AP ELISA ortho 3, FXIa inh mix -5 and Hsp90 block -3.
`CC1(C)Cc2ccccc2-c2nc3ccccc3c(=O)n21` gave FXIIa inh mix 4, Cdc25B block -10, MMP13 inh 3, DUSP1 inh 11, JNK3 blocker 1, A340 absorber 1.1, AP ELISA ortho 8, FXIa inh mix 3 and Hsp90 block 1.
Screening CC1(C)CC(=O)C=C(NC2CC(C)(C)NC(C)(C)C2)C1 returned FXIIa inh mix 5, Cdc25B block -21, MMP13 inh -6, DUSP1 inh 2, JNK3 blocker -2, A340 absorber 1, AP ELISA ortho 5, FXIa inh mix -1 and Hsp90 block -6.
`O=C(CC1C(=O)NCCN1C(=O)Nc1ccccc1)Nc1ccc2c(c1)OCO2` (stereo not given) gave FXIIa inh mix 5, Cdc25B block -6, MMP13 inh 1, DUSP1 inh -11, JNK3 blocker 0, A340 absorber 1, AP ELISA ortho 3, FXIa inh mix 3 and Hsp90 block 0.
`O=C(NCCN1CCCCCC1)C1CC(=O)N(CCc2ccccc2)C1` (stereo not given) gave FXIIa inh mix 5, Cdc25B block -13, MMP13 inh 5, DUSP1 inh 2, JNK3 blocker 0, A340 absorber 0.99, AP ELISA ortho 12, FXIa inh mix 6 and Hsp90 block -4.
Cc1cc(C)nc(Nc2n[nH]c(Cc3ccccc3)n2)n1 was read as FXIIa inh mix 3, Cdc25B block -23, MMP13 inh 2, DUSP1 inh -9, JNK3 blocker -8, A340 absorber 1.1, AP ELISA ortho -4, FXIa inh mix 2 and Hsp90 block -1.
Screening COCCNC(=O)CSc1nc2cc(OC)c(OC)cc2c(=O)n1CCC1=CCCCC1 returned FXIIa inh mix 6, Cdc25B block -12, MMP13 inh 2, DUSP1 inh 27, A340 absorber 1, AP ELISA ortho 9, FXIa inh mix -5 and Hsp90 block -1.
For Cc1ccc(S(=O)(=O)N2CCC(C(=O)OCC(=O)N3CCc4ccccc43)CC2)cc1 the results were FXIIa inh mix 3, Cdc25B block -3, MMP13 inh 1, DUSP1 inh 14, JNK3 blocker -6, A340 absorber 1, AP ELISA ortho -11, FXIa inh mix -3 and Hsp90 block 3.
COc1cc(OC)c(C2N(c3ccc(Cl)cc3)C(=O)C3CCCN32)cc1OC (stereo not given) was read as FXIIa inh mix 0, Cdc25B block -11, MMP13 inh -2, DUSP1 inh 0, JNK3 blocker -3, A340 absorber 1.1, AP ELISA ortho 16, FXIa inh mix 3 and Hsp90 block -7.
COC(=O)C1CCN(C(c2ccc(OC)c(OC)c2)c2sc3nc(C)nn3c2O)CC1 (stereo not given) was read as FXIIa inh mix 8, Cdc25B block -4, MMP13 inh 1, DUSP1 inh 19, JNK3 blocker -3, A340 absorber 1.1, AP ELISA ortho 10, FXIa inh mix -2 and Hsp90 block -1.
O=C(/C=N/O)Nc1ccccc1 was read as FXIIa inh mix 1, Cdc25B block -4, MMP13 inh 3, DUSP1 inh 17, JNK3 blocker 6, A340 absorber 1, AP ELISA ortho 14, FXIa inh mix 1 and Hsp90 block -1.
Screening O=C(NC1CCCC1)C1CCC(=O)N1C1CCCC1 (stereo not given) returned FXIIa inh mix -8, Cdc25B block -21, MMP13 inh -2, DUSP1 inh 5, JNK3 blocker -5, A340 absorber 1, AP ELISA ortho 11, FXIa inh mix -3 and Hsp90 block 0.
Screening CC1(C)CC2(CCO1)CNC(=O)O2 (stereo not given) returned FXIIa inh mix -17, Cdc25B block -16, MMP13 inh -12, DUSP1 inh 4, JNK3 blocker 2, A340 absorber 1, AP ELISA ortho -3, FXIa inh mix 3 and Hsp90 block -4.
CCSc1nnc(NC(=O)c2cnccn2)s1 was read as FXIIa inh mix 5, Cdc25B block -1, MMP13 inh 5, DUSP1 inh 9, JNK3 blocker -2, A340 absorber 1.1, AP ELISA ortho 6, FXIa inh mix 5 and Hsp90 block 1.
For CCc1nnc(NC(=O)CN2CCOCC2)s1 the results were FXIIa inh mix -1, Cdc25B block -11, MMP13 inh 4, DUSP1 inh 8, A340 absorber 1, AP ELISA ortho 14 and FXIa inh mix -14.
For O=C(NC1CCCCC1NC(=O)c1ccco1)c1ccco1 (stereo not given) the results were FXIIa inh mix -3, Cdc25B block 9, MMP13 inh -2, DUSP1 inh -15, JNK3 blocker -1, A340 absorber 1, AP ELISA ortho -18, FXIa inh mix 0 and Hsp90 block -1.
`O=C(Cn1ccc(C(F)(F)F)n1)Nc1ccc(S(=O)(=O)NCc2ccco2)cc1` gave FXIIa inh mix 0, Cdc25B block -7, MMP13 inh -3, DUSP1 inh 27, JNK3 blocker -4, A340 absorber 0.99, AP ELISA ortho 8, FXIa inh mix 0 and Hsp90 block -1.
`Cc1cc(=O)[nH]c(SCC(=O)N2CCCCCC2)n1` gave FXIIa inh mix -18, Cdc25B block -15, MMP13 inh 0, DUSP1 inh 26, JNK3 blocker 6, A340 absorber 0.97, AP ELISA ortho 5, FXIa inh mix 8 and Hsp90 block -3.
`COc1cc2c(cc1OC)CN(c1ccc(-c3ccccc3OC)nn1)CC2` gave FXIIa inh mix -1, Cdc25B block -6, MMP13 inh -1, DUSP1 inh 9, JNK3 blocker -4, A340 absorber 0.98, AP ELISA ortho 45, FXIa inh mix 47 and Hsp90 block -5.
For Cc1cc(NC(=O)c2ccccc2-c2ccccc2C(=O)O)no1 the results were FXIIa inh mix 1, Cdc25B block -8, MMP13 inh -1, DUSP1 inh 13, A340 absorber 1, AP ELISA ortho 2, FXIa inh mix 13 and Hsp90 block -5.
`CCOC(=O)C(c1ccccc1)N1CCN(c2ccc(OC)cc2)CC1` (stereo not given) gave Cdc25B block 20, MMP13 inh 4, DUSP1 inh -22, JNK3 blocker 7, A340 absorber 1 and Hsp90 block -3.
Screening O=C(Nc1nccs1)C1(S(=O)(=O)c2ccc(Cl)cc2)CC1 returned FXIIa inh mix 4, Cdc25B block -10, MMP13 inh 1, DUSP1 inh -5, JNK3 blocker 0, A340 absorber 1, AP ELISA ortho 12, FXIa inh mix 8 and Hsp90 block -2.
`CCOC(=O)Cn1nc(C)c(-c2ccccc2)c1N` gave FXIIa inh mix 2, Cdc25B block -3, MMP13 inh -7, DUSP1 inh 12, A340 absorber 1, AP ELISA ortho -6 and FXIa inh mix -4.
O=C(c1scc2c1CCCC2)N1CCOCC1 was read as FXIIa inh mix 9, Cdc25B block -16, MMP13 inh -4, DUSP1 inh -13, JNK3 blocker -4, A340 absorber 0.97, AP ELISA ortho 5, FXIa inh mix 5 and Hsp90 block -3.
COc1cc(NC(=O)CN(c2ccc(C)cc2)S(=O)(=O)c2c(C)n[nH]c2C)cc(OC)c1 was read as FXIIa inh mix 3, Cdc25B block -14, MMP13 inh 0, DUSP1 inh 24, JNK3 blocker -3, A340 absorber 1, AP ELISA ortho 7, FXIa inh mix 3 and Hsp90 block -4.
CC1Cc2ccccc2N1S(=O)(=O)c1cccc(C(=O)OCC(=O)NC2CCS(=O)(=O)C2)c1 (stereo not given) was read as FXIIa inh mix 3, Cdc25B block -12, MMP13 inh 4, DUSP1 inh 13, A340 absorber 0.98, AP ELISA ortho -3, FXIa inh mix 19 and Hsp90 block -5.
`c1cnc2c(SCc3ccc(-c4nnco4)cc3)cccc2c1` gave FXIIa inh mix 8, Cdc25B block -1, MMP13 inh -28, DUSP1 inh -6, JNK3 blocker 4, A340 absorber 1, AP ELISA ortho -4, FXIa inh mix 3 and Hsp90 block -4.
O=C(Cc1cccs1)Nc1ccc(N2CCOCC2)cc1 was read as FXIIa inh mix 16, MMP13 inh -1, A340 absorber 1, AP ELISA ortho -4 and FXIa inh mix 1.
`Cc1oc2c(CN3CCCC3)c(O)ccc2c(=O)c1-c1ccccc1` gave FXIIa inh mix 1, Cdc25B block -20, MMP13 inh -180[fluorescence artefact?], DUSP1 inh 11, JNK3 blocker -1, A340 absorber 1.1, AP ELISA ortho 14, FXIa inh mix 14 and Hsp90 block 2.
Screening CC12CCC(C(=O)N3CCN(c4ccccc4)CC3)(CC1=O)C2(C)C (stereo not given) returned FXIIa inh mix 9, Cdc25B block -3, MMP13 inh 2, DUSP1 inh -24, JNK3 blocker -7, A340 absorber 0.99, AP ELISA ortho 16, FXIa inh mix 11 and Hsp90 block 0.
O=C(C1=C(O)C(=O)N(c2ncccn2)C1c1ccc(Cl)c(Cl)c1)c1ccco1 (stereo not given) was read as FXIIa inh mix -19, Cdc25B block 3, MMP13 inh -2, DUSP1 inh 18, JNK3 blocker 0, A340 absorber 1.1, AP ELISA ortho 18, FXIa inh mix 7 and Hsp90 block -4.
For COc1ccccc1CNC(=O)COc1ccccc1OC the results were FXIIa inh mix 7, Cdc25B block -3, MMP13 inh 0, DUSP1 inh 0, JNK3 blocker 1, A340 absorber 1, AP ELISA ortho -5, FXIa inh mix -4 and Hsp90 block 0.
COc1nc2ccccc2cc1-c1noc(-c2cccnc2)n1 was read as FXIIa inh mix 2, Cdc25B block 8, MMP13 inh -7, DUSP1 inh -11, JNK3 blocker 2, A340 absorber 1, AP ELISA ortho -16, FXIa inh mix -4 and Hsp90 block -22.

Entries above that contain a thiophene ring, fused or not (two):
O=C(c1scc2c1CCCC2)N1CCOCC1 was read as FXIIa inh mix 9, Cdc25B block -16, MMP13 inh -4, DUSP1 inh -13, JNK3 blocker -4, A340 absorber 0.97, AP ELISA ortho 5, FXIa inh mix 5 and Hsp90 block -3.
O=C(Cc1cccs1)Nc1ccc(N2CCOCC2)cc1 was read as FXIIa inh mix 16, MMP13 inh -1, A340 absorber 1, AP ELISA ortho -4 and FXIa inh mix 1.
